# HKDC1 inhibitor: blocks human hexokinase HKDC1 activity. Q2TB90. recombinant HKDC1, G6PDH/diaphorase resazurin coupled fluorescence. inhibition, % at 20 µM. 340,000 tested, 0.16% active. AID 493160;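 active = inhibition above about 35% when tested at 20 µM, limit read from the data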;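 also: plate controls were DMSO wells with enzyme for no effect and DMSO wells lacking enzyme for full effect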
#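 Assay system: in-house recombinant HK5 (HKDC1) enzyme. Input: HKDC1 at 5 µg/mL. Medium: Tris pH 8.0 buffer with MgCl2, Tween-20, BSA, BME. Dosing: single 20 µM dose. Schedule: 90 min reaction incubation at room temperature, dark. Signal: resazurin-to-resorufin fluorescence via G6PDH and diaphorase coupling, 525/613 nm. Controls: DMSO-enzyme wells negative, buffer-substituted wells positive.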
# PfG6PD inh: PfG6PD (Plasmodium falciparum) enzyme inhibition; PfGluPho enzyme, NADPH resazurin-diaphorase fluorescence; inhibition, % at 20 µM; 350,000 tested, 0.78% active; AID 504690;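 active = inhibition reaching at least a set limit at 20 µM in the primary screen, cut at about 59% in these data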;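 also: 0% = DMSO wells with substrate and 100% = DMSO wells lacking glucose-6-phosphate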
# SENP8 block-1: inhibitors of human SENP8 protease; inhibition, % at 10 µM; 330,000 tested, 1.2% active; AID 2540; purified SENP8, Z-RLRGG-aminoluciferin cleavage, luminescence; in the data active = inhibition above about 50%
# Target sequence (Q96LD8 whole entry, looked up): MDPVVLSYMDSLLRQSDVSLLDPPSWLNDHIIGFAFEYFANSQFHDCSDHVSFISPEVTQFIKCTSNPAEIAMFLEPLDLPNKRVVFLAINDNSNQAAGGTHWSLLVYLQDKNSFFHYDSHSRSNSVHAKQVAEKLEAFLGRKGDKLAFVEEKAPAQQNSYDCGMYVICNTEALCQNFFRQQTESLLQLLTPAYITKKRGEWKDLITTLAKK
# SENP6 inh: SENP6 protease inhibition. Q9GZR1. Recombinant SENP6 catalytic domain, aminoluciferin luminescence. inhibition, % at 10 µM. 330,000 tested, 1.8% active. AID 2599;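 active = inhibition above about 50% at the single tested dose, limit read from the data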;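 also: plate controls were DMSO wells with enzyme for no effect and DMSO wells lacking enzyme for full effect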
# Target sequence (Q9GZR1 628-1112 limits assumed): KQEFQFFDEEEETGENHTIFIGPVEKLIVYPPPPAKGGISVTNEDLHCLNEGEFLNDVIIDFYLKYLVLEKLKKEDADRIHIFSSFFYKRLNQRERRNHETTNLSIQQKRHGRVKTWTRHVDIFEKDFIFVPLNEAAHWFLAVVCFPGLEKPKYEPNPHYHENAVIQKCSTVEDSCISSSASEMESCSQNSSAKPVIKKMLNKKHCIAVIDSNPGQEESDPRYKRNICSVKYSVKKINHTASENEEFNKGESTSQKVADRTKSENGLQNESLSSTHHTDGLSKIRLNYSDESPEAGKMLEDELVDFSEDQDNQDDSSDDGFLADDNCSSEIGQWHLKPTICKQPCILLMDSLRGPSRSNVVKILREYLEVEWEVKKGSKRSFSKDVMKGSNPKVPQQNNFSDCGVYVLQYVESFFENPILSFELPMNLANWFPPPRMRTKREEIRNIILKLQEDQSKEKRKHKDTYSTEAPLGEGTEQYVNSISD
# SENP1 inh: inhibitors of human SENP1 SUMO protease catalytic domain | recombinant SENP1 catalytic domain, CyPet-SUMO1-YPet FRET cleavage | 360,000 tested, 0.21% active | AID 624204 | inhibition, % at 10 µM | Q9P0U3;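 active = inhibition at least 30% at 10 µM, raw YFP signal under a set limit, fluorescence ratio 0.5 to 1.5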;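 also: 0% = enzyme with DMSO and 100% = no enzyme wells; some results filed as inactive read as strong as hits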
# Target sequence (Q9P0U3 419-644 limits assumed): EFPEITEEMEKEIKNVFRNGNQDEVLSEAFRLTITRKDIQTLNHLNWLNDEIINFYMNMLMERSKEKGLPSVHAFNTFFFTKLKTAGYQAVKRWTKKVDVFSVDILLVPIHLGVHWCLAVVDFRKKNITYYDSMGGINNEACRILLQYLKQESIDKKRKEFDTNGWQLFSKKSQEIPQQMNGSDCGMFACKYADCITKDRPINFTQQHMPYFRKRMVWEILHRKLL
#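 Compound: 10 µM single point, 0.5% DMSO; Test system: hSENP1 catalytic domain, recombinant; Timing: 50 min reaction at room temperature; Technique: FRET, CFP and YFP emission; Control set: no-enzyme wells low, DMSO-plus-enzyme wells high control.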
# UBC13 polyUb: inhibitors of human UBC13 polyubiquitin chain formation; TR-FRET; inhibition, % at 20 µM; 330,000 tested, 0.47% active; P61088; in the data active = inhibition above about 45%, passing the limit was not always enough
# SENP7 block: inhibitors of human SENP7 protease; Q9BQF6; recombinant SENP7, Z-RLRGG-aminoluciferin luminescence, 40 min; inhibition, % at 5 µM; 330,000 tested, 1.5% active; AID 434973;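 active = inhibition above about 50% at the single test dose, limit read from the data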;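 also: plate controls were DMSO with enzyme for no effect and no enzyme buffer wells for full effect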
# MIN6 prolif: induces beta-cell replication in MIN6 cells; proliferation, % at 10 µM; AID 2380; MIN6 cells proliferation, ATPlite luminescence, 48 h; cells starved in 0.2% serum; 100% = growth in 10% serum; 330,000 tested, 0.29% active;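 active = compounds whose signal lies at least 3.5 SD above the mean of all wells on their plate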;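 also: 0% = DMSO-treated cells in low-serum medium and 100% = 10% serum control; some compounds called inactive have numbers as strong as hits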
# SENP8 block-2: SENP8 (human) protease inhibition. inhibition, % at 20 µM. recombinant SENP8, Nedd8 substrate fluorescence. AID 602440. 360,000 tested, 0.64% active; in the data active = inhibition mostly above about 40%, no sharp cut-off; inactive = mostly below about 27%
# * hit, by the source's call; · = not tested or not shown.
SMILES,HKDC1 inhibitor,PfG6PD inh,SENP8 block-1,SENP6 inh,SENP1 inh,UBC13 polyUb,SENP7 block,MIN6 prolif,SENP8 block-2
Cc1cc(C(=O)Nc2c(C)n(C)n(-c3ccccc3)c2=O)on1,-3,-3,-16,4,1,-1,-6,3,14
CCc1cc(C(=O)OC)c(NC(=O)CC2Sc3ccc(C(F)(F)F)cc3NC2=O)s1 (stereo not drawn),-15,0,-7,-10,3,-6,2,1,2
CSc1ccc(NC(=O)Nc2cccn(Cc3ccccc3)c2=O)cc1,0,53,-6,-1,0,8,20,-5,-149
CN1CCN(C(=O)c2ccc(S(=O)(=O)c3ccc(Br)cc3)cc2)CC1,-8,-5,-3,2,1,-3,0,0,6
COCCOC(=O)c1[nH]c2c(c1C)C(=O)CC(c1cc(OC)ccc1OC)C2 (stereo not drawn),-8,2,5,3,-2,4,6,-2,8
N#Cc1ccccc1CSc1nc2ccc(NC(=O)c3ccccc3C(=O)O)cc2s1,-1,-11,-3,-3,-2,-7,-3,0,-13
O=C1Nc2ccccc2C1=Nc1cccc([N+](=O)[O-])c1,4,-2,-4,-7,-2,-4,2,-2,13
Cc1cc(Cl)c2oc(C(=O)N(C)Cc3nccn3C)c(C)c2c1,-2,15,4,-6,2,-1,-1,0,7
Cn1c(CC(=O)Nc2ccc(Cl)c(Cl)c2)nnc1SCC(=O)N1CCN(c2ccccc2)CC1,-4,-11,-7,-5,1,26,1,-3,9
COc1ccc(NS(=O)(=O)c2ccc(Oc3ncccn3)cc2)cc1,-5,4,1,27,2,11,-5,-1,23
COc1cc(/C=N\NC(=O)c2sc(N)nc2C)cc(OC)c1OC,-1,13,-3,-26,-1,105*,-1,3,-419
CC(Sc1nc2ncc(Cl)cc2[nH]1)C(=O)c1c(N)n(C)c(=O)n(C)c1=O (stereo not drawn),4,30,2,-8,-3,-3,-2,1,-2
Cc1[nH]c(=O)[nH]c(=O)c1/C=N\NC(=O)CCc1ccc(OC(C)C)cc1,·,·,5,11,·,-7,-11,-2,·
Cc1ccc(-c2nc(CS(=O)(=O)CC(=O)N3CC(C)CC(C)C3)c(C)o2)cc1 (stereo not drawn),-2,7,-4,-10,1,-3,0,-4,-12
CCc1cc(Cn2nc(C(=O)O)cc2-c2ccccc2)on1,-5,6,-2,-8,1,1,-1,2,22

# Quoted at random: 2 compounds from above
SMILES,HKDC1 inhibitor,PfG6PD inh,SENP8 block-1,SENP6 inh,SENP1 inh,UBC13 polyUb,SENP7 block,MIN6 prolif,SENP8 block-2
CSc1ccc(NC(=O)Nc2cccn(Cc3ccccc3)c2=O)cc1,0,53,-6,-1,0,8,20,-5,-149
Cn1c(CC(=O)Nc2ccc(Cl)c(Cl)c2)nnc1SCC(=O)N1CCN(c2ccccc2)CC1,-4,-11,-7,-5,1,26,1,-3,9

# Next results follow.
SMILES,HKDC1 inhibitor,PfG6PD inh,SENP8 block-1,SENP6 inh,SENP1 inh,UBC13 polyUb,SENP7 block,MIN6 prolif,SENP8 block-2
CC(=O)N1CCCc2cc(S(=O)(=O)N3CCc4ccccc4C3)ccc21,2,-21,7,-1,-2,-2,4,-1,11
COc1cccc(CN(C)C(=O)c2ccccc2Sc2ccccc2C#N)c1,-2,-1,-12,-1,3,4,13,-1,-4
CS(=O)(=O)N1CCN(c2ccccc2F)CC1,-3,-24,-4,-23,2,-4,8,0,18
Cc1cc(C(=O)N/N=C2\CCCc3ccccc32)c(C)o1,-4,9,4,0,1,-2,6,-4,17
COCc1cc(C)nc(SCc2ccc([N+](=O)[O-])cc2)c1C#N,1,-4,-4,-39,0,-12,-12,0,-5
Cc1nn(-c2ccc(F)cc2)c(-n2cccc2)c1C(=O)N1CCN(C(=O)c2ccco2)CC1,1,-16,4,-11,1,-1,1,0,11
N#CC(C#N)=Cc1ccc(OC(=O)c2ccccn2)cc1,-4,10,·,·,-33,·,·,·,0
Cc1ccc(C(=O)COC(=O)c2ccc(-c3cnc4ccccc4n3)cc2)cc1C,-7,5,-2,11,-5,41,0,-1,-23
N#C/C(=C\c1ccccn1)c1nc2ccccc2s1,-1,26,-4,27,-26,-17,-8,-5,-329
Cc1ccc(CNCc2ccc3c(c2)OCO3)cc1,-7,-9,-3,-2,2,6,-2,-2,14
COc1ccc(CN2CCN(C(=O)Cn3nc(C(=O)O)c4ccccc4c3=O)CC2)cc1F,-10,-5,0,-17,0,-3,0,-1,19
COc1ccc(CN2CCNC(=O)C2CC(=O)NC2CCCCC2)c(OC)c1 (stereo not drawn),-2,-10,-9,-9,-9,5,15,-1,-24
CC1CCCN(C(=O)c2cn(-c3ccccc3)nc2-c2cccnc2)C1 (stereo not drawn),0,-4,3,-8,-2,2,-5,5,-5
N#C/C(=C\c1ccc(-c2ccc(C(=O)O)cc2)o1)C(=O)Nc1ccc(F)cc1,12,6,·,·,-25,·,·,·,-231
N#Cc1cccc(-c2nnc(SCc3ccccc3C#N)o2)c1,5,0,1,15,2,-10,2,0,0

# Molecules from the list above that have an NH in an aromatic ring (three):
SMILES,HKDC1 inhibitor,PfG6PD inh,SENP8 block-1,SENP6 inh,SENP1 inh,UBC13 polyUb,SENP7 block,MIN6 prolif,SENP8 block-2
COCCOC(=O)c1[nH]c2c(c1C)C(=O)CC(c1cc(OC)ccc1OC)C2 (stereo not drawn),-8,2,5,3,-2,4,6,-2,8
CC(Sc1nc2ncc(Cl)cc2[nH]1)C(=O)c1c(N)n(C)c(=O)n(C)c1=O (stereo not drawn),4,30,2,-8,-3,-3,-2,1,-2
Cc1[nH]c(=O)[nH]c(=O)c1/C=N\NC(=O)CCc1ccc(OC(C)C)cc1,·,·,5,11,·,-7,-11,-2,·

# New compounds follow
SMILES,HKDC1 inhibitor,PfG6PD inh,SENP8 block-1,SENP6 inh,SENP1 inh,UBC13 polyUb,SENP7 block,MIN6 prolif,SENP8 block-2
Cc1cc(C)n2nc(CC(=O)NNC(=O)COc3ccccc3)nc2n1,-3,0,6,8,3,2,1,-4,-3
CCc1c(C(=O)NC2CCCC2)csc1C,-3,-7,-3,-6,0,1,13,0,8
CC(C)NC(=O)Nc1ccc2c(c1)C(=O)N([C@H](C)CO)C[C@H](C)[C@@H](CN(C)C(=O)NC1CCCCC1)O2,-2,-8,-10,-16,2,-15,-7,2,15
Cc1cc(NC(=O)c2cc([N+](=O)[O-])ccc2Cl)no1,-5,6,-1,3,-1,5,-5,-2,7
COc1ccc2sc(N3C(=O)C4CC=C(C)CC4C3=O)nc2c1 (stereo not drawn),3,-21,0,-13,-6,-5,4,-3,-2
CCc1nc(CN(C)C(=O)C2CCC(=O)N(CCc3cccc(F)c3)C2)no1 (stereo not drawn),1,2,-9,1,1,0,-1,1,7
CC(OC(=O)c1cccs1)C(=O)NCc1ccco1 (stereo not drawn),2,-6,-8,-13,1,-20,-9,0,12
Nc1ccc(C(=O)C(=O)c2ccccc2)cc1,-2,-18,-5,-18,0,-4,11,-2,28
O=[N+]([O-])c1ccccc1COc1ccc(Cl)c2cccnc12,-3,3,72*,83*,0,-2,93*,0,9
O=C(NC(=S)NNS(=O)(=O)c1ccccc1)c1ccccc1[N+](=O)[O-],-30,14,5,-3,1,-39,0,-1,5
O=C1CCC(=O)N1c1nc2nc(-c3ccccc3)cc(=O)n2[nH]1,-10,-12,-2,-14,0,6,3,1,5
Cc1cc(NC(=O)CSc2ccc(-c3ccc(F)cc3)nn2)no1,3,-1,3,1,2,4,3,-1,7
Cc1cccc(C)c1OCC(O)CNS(=O)(=O)c1ccccc1C(=O)N1CCOCC1 (stereo not drawn),-4,-5,·,·,0,·,·,·,9
Cc1ccc(-c2c(C(=O)N/N=C/c3c[nH]c4ccccc34)nnn2-c2nonc2N)cc1,4,-9,6,-1,0,-9,2,-4,-86
CCN(CC)C(=O)CSC(Nc1ccc(F)cc1)=C(C#N)C#N,4,1,-7,-11,-43,-19,11,0,14
Cc1ccc(N2CCN(c3ccc(C)cc3)C2c2ccccn2)cc1,-8,3,2,-5,-12,-3,3,-2,21
CCN(Cc1ccc2c(c1)OCO2)C(=O)CSc1nc(C)nc2sc(C)c(C)c12,2,7,2,-15,1,4,2,-6,-3
O=C(O)C1CCC(C(=O)O)O1 (stereo not drawn),-6,-6,·,·,1,·,·,·,17
CC1=NN(c2ccccc2)C(=O)/C1=C\c1cc(C)n(C)c1C,0,6,3,15,5,-25,-2,-2,44*
O=C(Nc1nc(COc2ccccc2)cs1)C1CCC1,3,-4,1,54*,2,2,10,-4,12
COC(=O)CN1C2(C#N)CCCCC2CC2CCCCC21C#N (stereo not drawn),-7,-4,4,-14,3,-4,7,0,15
COc1ccccc1CCN=C(N)NS(=O)(=O)c1ccc(C)c(C)c1,4,4,3,-9,0,-2,-4,4,1
COc1ccc([N+](=O)[O-])c(OC)c1C(=O)NC(=O)Nc1c(F)cc(F)cc1F,-4,-15,5,-9,0,-2,6,0,24
CC1=CC(C)(C)N(S(=O)(=O)c2ccc(C)cc2)c2ccccc21,-3,12,5,-12,-2,9,-1,-3,17
COc1ccc(C(CC(=O)O)NC(C)=O)cc1OC (stereo not drawn),0,-13,-3,-3,2,-5,-7,-3,14
c1cc(C2OCCN2CC2COC3(CCCC3)O2)ccn1 (stereo not drawn),-7,-8,-3,-10,1,6,3,-2,15
O=C(COC(=O)c1cc(=O)[nH]c2ccccc12)c1ccccc1,3,3,-20,-19,2,-1,-7,-4,-175
COc1ccc(NC(=O)COC(=O)c2ccc(-n3nc(C)cc3C)cc2)cc1OC,-4,3,-3,5,1,13,-2,2,17
O=C(COc1ncnc2ccccc12)Nc1cc(S(=O)(=O)N2CCOCC2)ccc1Cl,5,3,-9,-24,1,6,5,-1,5
COC(=O)CC1=C(C(=O)OC)C(c2ccncc2)C(C#N)=C(N)O1 (stereo not drawn),1,-8,6,-7,0,-2,5,0,4
Cc1nnc(NC(=O)CSc2cn(Cc3ccccc3)c3ccccc23)s1,-3,-8,0,2,-1,8,1,2,3

# An excerpt of the results above:
SMILES,HKDC1 inhibitor,PfG6PD inh,SENP8 block-1,SENP6 inh,SENP1 inh,UBC13 polyUb,SENP7 block,MIN6 prolif,SENP8 block-2
CC1=CC(C)(C)N(S(=O)(=O)c2ccc(C)cc2)c2ccccc21,-3,12,5,-12,-2,9,-1,-3,17
COc1ccc(C(CC(=O)O)NC(C)=O)cc1OC (stereo not drawn),0,-13,-3,-3,2,-5,-7,-3,14
c1cc(C2OCCN2CC2COC3(CCCC3)O2)ccn1 (stereo not drawn),-7,-8,-3,-10,1,6,3,-2,15
O=C(COC(=O)c1cc(=O)[nH]c2ccccc12)c1ccccc1,3,3,-20,-19,2,-1,-7,-4,-175
COc1ccc(NC(=O)COC(=O)c2ccc(-n3nc(C)cc3C)cc2)cc1OC,-4,3,-3,5,1,13,-2,2,17
O=C(COc1ncnc2ccccc12)Nc1cc(S(=O)(=O)N2CCOCC2)ccc1Cl,5,3,-9,-24,1,6,5,-1,5
COC(=O)CC1=C(C(=O)OC)C(c2ccncc2)C(C#N)=C(N)O1 (stereo not drawn),1,-8,6,-7,0,-2,5,0,4

# Screens deposited in PubChem BioAssay by Sanford-Burnham Center for Chemical Genomics.
